VCAM1 TNFa inh: reduces TNF alpha induced VCAM1 expression in HUVEC. HUVEC TNFa-induced VCAM-1 immunofluorescence, high-content imaging. inhibition, % at 2 µM. 0.48% of 95,000 active;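 active = inhibition above the batch mean plus 3 SD, with images confirmed as a hit by eye, cut at about 37% in these data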;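 note: 0% = TNF-stimulated DMSO wells and 100% = unstimulated control wells; not every result past the cut was called active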
sEH inh: inhibitors of human soluble epoxide hydrolase | P34913 | recombinant human sEH enzymatic activity assay | inhibition, % at 2 µM | 0.34% of 91,000 active | AID 707; in the data active = inhibition above about 80%; note: values of inactives mirror those of a sister screen read the other way; many of its hits are not listed in these tables
Ecoli WT expand: growth inhibitors of E. coli BW25113 wild type. OD600 absorbance. growth inhibition, % at 100 µM. 0.15% of 98,000 active;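 active = growth inhibition above about 50% at one test dose, limit read from the data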;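 note: growth measured after 20 h incubation at 37 °C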
cytoskel mod: modifiers of cytoskeleton assembly | HUVEC TNFa F-actin phalloidin imaging, high content | 0.18% of 91,000 active | inhibition, % at 2 µM | AID 836;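 active = inhibition above the batch mean plus 3 SD and confirmed as a hit by visual image inspection, cut at about 30% in these data, passing the limit was not always enough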; note: strong numbers were not always called active
IL1B cytotox: toxic to HUVEC cells under IL-1B stimulation; HUVEC cell count loss, Hoechst imaging, IL-1B stimulated; cell count reduction, % at 2 µM; 0.41% of 94,000 active; AID 845;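 active = cell count reduction more than 3 SD above the screen-wide mean, cut at about 70% in these data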;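 note: normalized per plate to untreated control cells as the no-loss baseline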
Plk1 PBD FP: Plk1 (human) PBD binding inhibition; Plk1 PBD phosphopeptide binding, fluorescence polarization; inhibition, %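 (tested at about 20 µM)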; AID 693; 0.13% of 97,000 active; in the data active = inhibition above about 34%, passing the limit was not always enough
Target sequence (P53350 whole entry, looked up): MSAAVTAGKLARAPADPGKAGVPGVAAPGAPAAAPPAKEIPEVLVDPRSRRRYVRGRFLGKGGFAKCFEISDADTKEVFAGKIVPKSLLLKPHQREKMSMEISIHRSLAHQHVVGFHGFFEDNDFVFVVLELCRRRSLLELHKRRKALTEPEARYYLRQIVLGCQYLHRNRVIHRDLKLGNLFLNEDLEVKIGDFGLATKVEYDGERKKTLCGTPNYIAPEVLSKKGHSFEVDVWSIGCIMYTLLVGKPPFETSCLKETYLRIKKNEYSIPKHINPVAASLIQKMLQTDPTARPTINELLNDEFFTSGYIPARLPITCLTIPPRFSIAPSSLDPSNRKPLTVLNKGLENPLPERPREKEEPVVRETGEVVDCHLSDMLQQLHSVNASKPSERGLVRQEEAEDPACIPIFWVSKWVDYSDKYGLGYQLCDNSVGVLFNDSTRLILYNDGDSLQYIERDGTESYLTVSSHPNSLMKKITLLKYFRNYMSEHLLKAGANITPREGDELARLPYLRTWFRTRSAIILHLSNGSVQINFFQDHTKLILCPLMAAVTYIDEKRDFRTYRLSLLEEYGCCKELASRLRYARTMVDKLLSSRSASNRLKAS
HUVEC tox TNFa: HUVEC cytotoxicity counter-screen, TNF alpha stimulated. HUVEC TNFalpha-stimulated, Hoechst cell count, imaging. cell count reduction, % at 2 µM. 0.17% of 93,000 active. AID 848;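 active = cell count reduction exceeding the screen mean by over 5 SD, scaled to untreated wells per plate, cut at about 78% in these data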;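 note: cells counted after 24 h of TNF alpha exposure following the 1 h pretreatment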
DAT uptake mod: modulates human dopamine transporter uptake under cocaine. Q01959. LLC-PK1 hDAT cells, [14C]-dopamine uptake with cocaine IC80; actives deviate in either direction. B-score at 10 µM. 1.3% of 110,000 active. AID 449768;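 active = Z score or B-score, a plate-position-corrected score, falls beyond the plate's 99.7% confidence bounds, in either direction; inactive = both scores lie inside the 99.7% bounds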;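 note: scored against the spread of the other compound wells on the same plate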
PLK1 inh: inhibitors of human PLK1 kinase; recombinant PLK1 kinase, TR-FRET peptide phosphorylation; inhibition, % at 10 µM; 0.53% of 97,000 active; AID 619;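 active = inhibition of 50% or more in the single-concentration screen; inactive = inhibition below 50%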;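 note: 0% = DMSO max control and 100% = H-89 dihydrochloride min control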
The depositor's hits bear a star; nt = no result given.

SMILES	VCAM1 TNFa inh	sEH inh	Ecoli WT expand	cytoskel mod	IL1B cytotox	Plk1 PBD FP	HUVEC tox TNFa	DAT uptake mod	PLK1 inh
N#Cc1c(Sc2ncc(C(F)(F)F)cc2Cl)nsc1C/C=N\OCc1c(F)cccc1Cl	23	-8	-7	-4	4	20	0	1	-13
CCOC(=O)CSc1nc2c(sc(=S)n2Cc2ccco2)c(=O)n1-c1ccccc1	23	nt	-23	-48	-2	3	47	-0.044	-3
COc1ccc(C2C(C(C)=O)=C(O)C(=O)N2CCc2c[nH]c3ccccc23)cc1OC (stereo unspecified)	-12	-10	-1	-17	-41	6	-7	-0.037	3
O=C1NC(=S)N/C1=C/c1cccc([N+](=O)[O-])c1O	5	5	-5	3	-10	-54	-4	-0.19	-12
O=C(NCCCN1CCN(c2ccccc2F)CC1)C1CCN(S(=O)(=O)c2cccs2)CC1	-17	27	10	-25	1	8	20	-0.39	-6
Oc1ccc(/C=N/NC2=NCCCCC2)cc1	6	-12	-1	-10	-3	-18	-1	0.96	-5
CCCc1cc(C(=O)NNC(=S)NC(C)c2ccccc2)cs1 (stereo unspecified)	10	4	6	4	0	-11	-17	0.023	-9
Cc1nc2ccc(S(=O)(=O)NCC(=O)N3CCN(c4ccccc4)CC3)cc2s1	-6	nt	0	-27	7	13	-19	0.81	-12
CSc1nnc2c(n1)OC(c1ccc(C(=O)O)cc1)N(C(C)=O)c1ccccc1-2 (stereo unspecified)	8	-2	-2	11	11	6	-20	0.74	-12
CC(=O)N1N=C(c2ccco2)CC1c1cccs1 (stereo unspecified)	2	3	-5	28	3	10	9	0.1	-3
O=C(CN1CCN(c2ccccc2)CC1)Nc1nccs1	14	9	5	4	31	24	-1	-0.26	-6
O=C(CSc1nnc(CNc2ccc(F)cc2)n1Cc1ccccc1)NCc1ccco1	9	6	-5	9	-74	-26	-19	0.08	-11

Continued; the last 6 above are carried over.
SMILES	VCAM1 TNFa inh	sEH inh	Ecoli WT expand	cytoskel mod	IL1B cytotox	Plk1 PBD FP	HUVEC tox TNFa	DAT uptake mod	PLK1 inh
CCCc1cc(C(=O)NNC(=S)NC(C)c2ccccc2)cs1 (stereo unspecified)	10	4	6	4	0	-11	-17	0.023	-9
Cc1nc2ccc(S(=O)(=O)NCC(=O)N3CCN(c4ccccc4)CC3)cc2s1	-6	nt	0	-27	7	13	-19	0.81	-12
CSc1nnc2c(n1)OC(c1ccc(C(=O)O)cc1)N(C(C)=O)c1ccccc1-2 (stereo unspecified)	8	-2	-2	11	11	6	-20	0.74	-12
CC(=O)N1N=C(c2ccco2)CC1c1cccs1 (stereo unspecified)	2	3	-5	28	3	10	9	0.1	-3
O=C(CN1CCN(c2ccccc2)CC1)Nc1nccs1	14	9	5	4	31	24	-1	-0.26	-6
O=C(CSc1nnc(CNc2ccc(F)cc2)n1Cc1ccccc1)NCc1ccco1	9	6	-5	9	-74	-26	-19	0.08	-11
CCCOc1cccc(C(=O)Nc2cccc(NC(=O)c3ccco3)c2)c1	7	11	-6	20	3	-11	-4	0.81	0
O=C1CCCCCN1C(=O)c1cccc(C(=O)N2CCCCCC2=O)c1	13	nt	6	-9	-19	-3	11	-0.0097	-2
Cc1cccc(OCC(=O)Nc2ccc(N3CCN(S(C)(=O)=O)CC3)cc2)c1	-8	13	0	-16	-17	-5	-55	nt	-16
Cc1ccccc1CS(=O)(=O)Cc1ccc(C(=O)NCCCN2CCCC2=O)o1	-30	-2	3	-19	4	-16	-32	nt	-11
CCCCC(=O)Nc1nn(CC(C)C)c2nc3ccccc3cc12	3	-8	-7	-3	-10	-5	16	0.25	-13
CCN(CC)S(=O)(=O)c1ccc(NC(=O)Cn2c(=O)oc3ccccc32)cc1	-1	-3	-4	-6	19	6	1	-0.24	0
O=S(=O)(NCC(c1cccnc1)N1CCN(c2ccc(F)cc2)CC1)c1ccccc1 (stereo unspecified)	-8	4	nt	-4	-5	-10	-19	0.39	-9
Cc1ccc2nc(NCCO)nc(-c3ccccc3)c2c1	9	-2	7	-3	-18	3	-10	nt	-6
CCOC(=O)c1c(NC(=O)COC(=O)Cn2c(C(F)(F)F)nc3ccccc32)sc(C)c1C	-8	3	-12	5	nt	-22	-4	0.55	-8
CCOC(=O)C1=C(C)N(C)C(=O)NC1c1ccc(C)s1 (stereo unspecified)	12	5	2	-2	-6	24	2	0.63	-11
CCN(CC)CCCN1C(=O)C(O)=C(C(=O)c2ccco2)C1c1ccc(C)o1 (stereo unspecified)	4	-8	nt	-9	-20	-10	12	-1.1	-10
C=CC[n+]1c(-c2ccc(OCC)cc2)csc1NNC(=O)Nc1ccccc1	-18	41	-1	0	-118	-2	-14	0.015	5
O=C(Cc1ccccc1F)Nc1nc(-c2cccs2)cs1	-16	-4	-1	0	0	-9	-14	3.4*	-2
Cc1cc(NS(=O)(=O)c2ccc(NC(=O)c3cc4ccccc4o3)cc2)nc(C)n1	11	9	5	5	25	-15	29	0.0091	3
Cn1c(SCC(=O)NCC2CCCO2)nnc1-c1ccc(S(=O)(=O)N2CCCC2)cc1 (stereo unspecified)	-30	31	3	-2	-18	-6	-14	0.28	-10
Cc1ccc(OCC(=O)N/N=C\c2c(C)n(C)c3ccccc23)c([N+](=O)[O-])c1	21	4	-6	-21	-83	0	-10	1.3	-8
COC(=O)c1ccccc1NC1CC(=O)N(c2c(C)cccc2C)C1=O (stereo unspecified)	-10	-13	-4	8	-12	6	-19	0.24	-9
O=C1c2[nH]nc(-c3ccccc3O)c2C(c2ccc(F)cc2)N1CC1CCCO1 (stereo unspecified)	-20	nt	0	1	9	-2	-5	-2.4	-6
CCOC(=O)c1cccc(Nc2ncnc3ccccc23)c1	1	3	nt	-11	-2	-7	-7	0.047	-8
Cc1cc(C)c2c(c1)-c1cc(C)nn1C(c1ccc3c(c1)OCO3)N2 (stereo unspecified)	7	-3	-11	-32	-2	9	-24	-0.47	-8
CCOC(=O)c1nn(-c2ccc(C)cc2)c(=O)c2c(N)scc12	-5	2	nt	1	11	30	-23	-0.69	-18
O=C(OC1CCN(c2ncc(C(F)(F)F)cc2Cl)CC1)c1cccc(C(F)(F)F)c1	-3	12	28	5	54	-32	9	-1.3	-8
O=S(=O)(NCC(c1cccnc1)N1CCN(c2ccccc2)CC1)c1cc(F)ccc1F (stereo unspecified)	10	-5	7	8	-12	-10	-7	0.74	-9
O=C(c1ccccc1)c1c[nH]c2cc3c(cc2c1=O)OCO3	15	3	nt	-15	-6	-8	-12	-0.36	-9
CCc1c(O)nc(SCC(=O)Nc2ccccc2)n(-c2ccccc2)c1=O	6	nt	-6	-12	-3	-9	-7	0.25	8
C=CCn1c(C)cc(C(=O)CSc2nc3ccccc3[nH]2)c1C	5	nt	-10	-34	-17	-3	-6	-0.21	-5
Cc1cc(C)c(C#N)c(SCc2[nH]nc3c2C(c2ccccc2)C(C#N)=C(N)O3)n1 (stereo unspecified)	-14	20	5	-21	-10	0	15	-0.59	-1
CCCOc1ccc(N)cc1N	1	9	11	-15	42	1	13	nt	-2
CS(=O)(=O)c1cccc(C(=O)NC(c2ccccc2)c2ccccc2)c1	-4	-10	-5	-14	13	18	15	-0.31	-7
O=C(Nc1ncc(Cc2ccccc2)s1)C1COc2ccccc2O1 (stereo unspecified)	6	35	-11	-6	-5	-13	8	0.074	-11
CN1C(=O)/C(=C2\SC(N3CCCCCC3)=NC2=O)c2ccccc21	8	6	-7	3	38	-8	2	1.1	-35
CS(=O)(=O)N(CC(N)=O)Cc1ccc(Cl)cc1	3	3	8	6	-7	20	-2	-0.55	-6
CCOP(=O)(c1ccccc1Cl)C1(O)CCCCC1 (stereo unspecified)	-38	5	0	2	-53	-21	32	0.41	-5
O=C(/C=C/c1ccccc1)N/C(=C/c1ccccc1)C(=O)N1CCCCC1	12	-13	8	17	-62	-1	-37	1.2	-17
C=CCc1cc(/C=N\NC(=O)CSc2nnc(CCCc3ccc(OC)c(C)c3)o2)cc(OC)c1O	24	24	0	-12	0	0	2	0.26	-13
CC(C)CN1CCC(C(=O)NCC2CCCO2)CC1 (stereo unspecified)	5	10	nt	19	0	-8	-24	-0.65	-10
Cc1ccc(SCc2nc(-c3ccncc3)no2)cc1	-8	-12	5	-5	-34	-14	-19	0.87	3
Cc1[nH]c(=O)[nH]c(=O)c1S(=O)(=O)N1CCCC(C(=O)NCCc2ccc(Cl)cc2)C1 (stereo unspecified)	-4	77	-3	10	-5	-3	-9	-0.25	-10
Cc1noc(C)c1C(=O)N1CCc2ccccc21	13	-9	-1	-3	-28	-27	-27	-0.51	-7
COC(=O)Cc1c(C)c2ccc(OC(=O)c3ccccc3)cc2oc1=O	0	-15	-4	3	-23	-12	-10	-0.79	-15
Cc1cccc(NC(=O)CSc2nc3ccc(NC(=O)CSc4nnnn4-c4ccccc4)cc3s2)c1C	44*	28	-5	-20	9	-1	25	nt	-10
Nc1c(C(=O)Nc2ccccc2F)sc2nc(-c3ccco3)ccc12	1	8	-22	7	25	-2	-2	0.64	-7
CC(=O)Nc1cc(C(F)(F)F)ccc1Oc1cccc(Br)c1	0	-2	6	6	-23	43	-1	-1.1	-6
Cc1ccc(CS(=O)(=O)CCC(=O)NCc2cccs2)cc1	5	-14	9	2	-19	-1	-38	-1.4	-6
C#CCSc1nsc(SCC#C)c1C#N	-17	-3	0	-27	1	-11	6	0.4	5
COc1cc(NC(=O)c2ncn[nH]2)cc(OC)c1OC	-9	16	nt	-2	-39	-11	-23	-0.16	-10
CCn1nccc1C(=O)Nc1ccc(Cl)cn1	-17	-1	5	2	2	-12	-23	-0.64	-9
O=C(CN(CCc1ccccc1)C(=O)CNS(=O)(=O)c1ccccc1)NCC1CCCO1 (stereo unspecified)	13	-9	-7	3	-81	-22	-6	-0.053	-3
CSc1nsc(/C=C/Nc2ccc(Cl)cc2)c1C#N	18	12	-18	-6	-10	6	-28	2.6*	2
O=C(CCc1ccccc1)N1CCN(c2ccc(Cl)cc2)CC1	-23	1	11	2	3	4	-4	1.4	-2
COC(=O)c1ccc(CSc2nnc(C)s2)cc1	0	-2	5	16	-1	0	-12	-0.38	-10
COC(=O)c1[nH]c2ccccc2c1NC(=O)Oc1ccccc1	1	13	7	4	-12	-9	-30	0.19	-8
Cn1c(=O)c2c(nc(CN3CCc4ccccc4C3)n2CCc2ccccc2)n(C)c1=O	0	-5	nt	-6	-1	6	16	nt	-10
CCOc1cc(S(=O)(=O)N2CCN(CC)CC2)ccc1Cl	-6	-4	6	7	-45	5	nt	-0.49	-11
CCC(=O)Nc1cccc(NC(=O)c2cccnc2)c1	8	12	2	6	-13	-3	-16	1.1	-4
CCC(C)(C)NC(=O)CN(C(=O)c1snc(C(N)=O)c1N)c1ccc(OC)c(OC)c1	-10	-7	-4	2	-3	-53	-11	0.0063	-10
COC(=O)CN1C(c2ccccc2)=Nc2ccc(Cl)cc2C1c1ccccc1 (stereo unspecified)	12	-13	-13	21	-28	16	-26	2.2	-9
CCOC(=O)c1ccccc1NC(=O)CSc1nc2c(c(=O)n(C)c(=O)n2C)n1C	19	-11	1	-9	10	8	-13	-0.89	-5
c1ccc(-n2ncc(-c3nn[nH]n3)n2)cc1	9	7	-18	6	-19	-14	-2	0.27	-4
CCNCCNc1ccc(Cl)cc1[N+](=O)[O-]	nt	2	nt	nt	-16	1	nt	-0.4	-1

(more compounds)
SMILES	VCAM1 TNFa inh	sEH inh	Ecoli WT expand	cytoskel mod	IL1B cytotox	Plk1 PBD FP	HUVEC tox TNFa	DAT uptake mod	PLK1 inh
COC(=O)c1ccccc1NC(=O)C1CC=CCC1C(=O)O (stereo unspecified)	4	-9	-3	7	-123	-26	-7	0.7	-8
N#Cc1c(N2CCOCC2)nc(-c2ccco2)c2c1CCCC2	13	-15	-10	-4	-23	7	-2	-0.89	2
COC(=O)c1c(S(=O)(=O)NCc2ccccc2)sc(C(=O)O)c1C	23	18	3	-31	4	-3	-8	-0.55	-35
CCCn1nc(NC(=O)c2cccs2)c2cc3cc(OC)ccc3nc21	24	nt	0	-10	-3	23	4	0.42	-17
O=C(/C=C/c1cccs1)Nc1nc(-c2ccccc2)cs1	-19	3	-11	1	-14	-24	17	-1.1	-8

Compounds as they come (roughly 3.4% active in at least one column).
